MrgX1 ag – activates human MrgX1 receptor signaling. Q96LB2. MrgX1-HEK293 cells, Fluo-4 calcium fluorescence, agonist mode; active compounds read high. B-score at 10 µM. 0.44% of 310,000 active. AID 588627;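 active = calcium response B-score plate-corrected fluorescence ratio at least 3 library SD, with starting fluorescence B-score inside 5 SD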
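System – MrgX1-expressing HEK293 cells · Incubation – cells plated overnight, dye loaded 0.5 h 37 °C, 0.5 h room temperature · Technique – kinetic Fluo-4 NW fluorescence of intracellular calcium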
PolyA inhibitor – blocks polyadenylation in yeast reporter cells. S. cerevisiae SKY197-pL101 polyadenylation reporter, beta-gal luminescence; efflux-impaired pdr1/pdr3 knockout yeast; score 100 = 6 SD above DMSO. calls only at 12 µM. 0.02% of 300,000 active. AID 1875;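 active = lowest replicate activity score at least 50, where 100 means six control SD above control mean; inconclusive = lowest score under 50 but half or more replicates reach 50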;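 note: yeast exposed to compound for 9 h at 30 °C; higher score means more reporter readthrough which indicates perturbed polyadenylation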
TRPC4 act – TRPC4 (mouse) channel activation | Q9QUQ5 | AID 2237 | HEK293 TRPC4beta/mu-opioid, Fluo4 calcium fluorescence; active compounds read high | B-score at 10 µM | 0.49% of 310,000 active;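 active = B-score above 5 SD of library B-scores, and initial fluorescence ratio not above library mean plus 5 SD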;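 note: positive B-score marks a calcium rise read as TRPC4 activation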
Target sequence (Q9QUQ5 whole entry, looked up): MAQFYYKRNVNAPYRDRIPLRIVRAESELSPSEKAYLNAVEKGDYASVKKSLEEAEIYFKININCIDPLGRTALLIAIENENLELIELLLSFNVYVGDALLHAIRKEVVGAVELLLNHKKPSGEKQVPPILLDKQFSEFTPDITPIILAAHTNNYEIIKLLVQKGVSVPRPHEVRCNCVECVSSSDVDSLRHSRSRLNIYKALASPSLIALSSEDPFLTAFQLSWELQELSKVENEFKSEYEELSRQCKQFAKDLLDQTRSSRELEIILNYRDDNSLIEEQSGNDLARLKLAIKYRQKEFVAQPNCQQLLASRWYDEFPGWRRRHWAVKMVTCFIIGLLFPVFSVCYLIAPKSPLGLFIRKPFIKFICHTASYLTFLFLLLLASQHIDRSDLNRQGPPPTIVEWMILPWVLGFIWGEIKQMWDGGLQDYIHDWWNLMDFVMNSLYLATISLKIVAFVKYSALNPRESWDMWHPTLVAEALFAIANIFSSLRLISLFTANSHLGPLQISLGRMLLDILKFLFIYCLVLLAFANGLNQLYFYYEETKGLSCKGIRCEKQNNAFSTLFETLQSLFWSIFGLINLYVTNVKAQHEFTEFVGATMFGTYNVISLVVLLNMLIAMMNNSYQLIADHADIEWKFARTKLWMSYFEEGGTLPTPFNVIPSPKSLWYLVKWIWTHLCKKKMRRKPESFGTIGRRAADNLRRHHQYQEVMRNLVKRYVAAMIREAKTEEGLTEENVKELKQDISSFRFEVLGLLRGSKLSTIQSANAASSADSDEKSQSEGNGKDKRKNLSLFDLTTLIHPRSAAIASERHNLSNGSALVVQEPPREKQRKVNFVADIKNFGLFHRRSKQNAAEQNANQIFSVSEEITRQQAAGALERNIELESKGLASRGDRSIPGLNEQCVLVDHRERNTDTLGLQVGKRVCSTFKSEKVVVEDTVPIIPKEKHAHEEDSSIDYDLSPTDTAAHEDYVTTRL
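system = HEK293 cells stably co-expressing mouse TRPC4beta and mu-opioid receptor | schedule = Fluo4 dye loading 45 min at room temperature, 110 s recording | measure = B-scored integrated calcium fluorescence ratio | signal = Fluo4 calcium-sensitive dye fluorescence, kinetic, 1 Hz baseline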
MrgX1 PAM – allosterically activates human MrgX1 receptor signaling; 0.63% of 310,000 active; MrgX1-HEK293, Fluo-4 calcium flux, FDSS; active compounds read high; B-score at 10 µM; Q96LB2;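 active = plate-corrected calcium response at least 3 library SD above typical, normal starting fluorescence, not activating the receptor alone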;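 note: compound read alongside a low EC10 to EC30 dose of BAM8-22 agonist; peak minus trough fluorescence over baseline measured at the second addition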
TRPC4 inh – TRPC4 (mouse) channel inhibition; Q9QUQ5; HEK293 TRPC4beta/mu-opioid, DAMGO-evoked Fluo4 calcium flux; active compounds read low; B-score at 10 µM; 0.39% of 300,000 active; AID 2247;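 active = B-score over 3 SD under the library average, no early fluorescence shift, positive overall ratio signal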
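System: stable TRPC4beta/mu-opioid receptor HEK293 cells; Dosing: single-point compound dosing; Measured by: Fluo4 Ca2+ flux fluorescence; Read-out basis: per-well B score of integrated baseline-normalized Fluo4 ratio.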
TRPC4 potent – allosterically enhances the mouse TRPC4 cation channel. HEK293 TRPC4beta/mu-opioid, DAMGO EC20, Fluo-4 Ca2+ flux; active compounds read high. B-score at 10 µM. 0.42% of 310,000 active;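 active = B-score of calcium response area above 5 SD of library B-scores, with initial fluorescence ratio within 5 SD of library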;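 note: B-score of integrated fluorescence ratio over time as area under calcium response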
TRPC6 activator – activates the mouse TRPC6 cation channel; Q61143; HEK293-TRPC6 membrane potential dye fluorescence; active compounds read high; B-score at 10 µM; 0.13% of 310,000 active;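 active = B-score of the integrated fluorescence ratio above library mean plus 3 SD, and starting fluorescence ratio within library mean plus 5 SD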;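 note: higher score means more depolarization so channel activation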
HIF act – HIF pathway transcriptional activation. U2OS HRE-luciferase reporter, luminescence; normalized: DMSO 0%, desferrioxamine 100%. activation, % at 7.5 µM (by protocol). 0.32% of 300,000 active. AID 1910;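 active = mean activation of at least 10% of the iron chelator positive control signal, with at least half of replicates also reaching 10%; inconclusive = mean and replicate majority disagree about reaching 10%; inactive = mean and most replicates under 10%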
AI-2 QS mod – modulates the Vibrio harveyi AI-2 quorum sensing system | Vibrio harveyi JMH597 AI-2 luminescence/OD600 ratio, 9 h; active compounds read low; strain lacks LuxN and CqsS sensors; 0 = neutral-control median | activity change, % at 7.5 µM | 0.4% of 300,000 active | AID 2094; in the data active = activity change below about -75%, passing the limit was not always enough; inconclusive = no clear call, values can overlap the other calls;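 note: luminescence divided by OD600 gain over 9 h not by final OD600 alone; inactives centre near 13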
TRPC6 inhibitor – inhibitors of mouse TRPC6 channel. Q61143. HEK293-TRPC6, membrane potential dye, ACh-evoked depolarization; active compounds read low. B-score at 10 µM. 1.1% of 310,000 active. AID 2553;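 active = B-score under library mean minus 3 SD, initial fluorescence not abnormally high, positive integrated signal ratio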;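 note: B-score derived from integrated fluorescence ratio over the kinetic read; more negative B-score means stronger inhibition of depolarization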
MrgX1 antagonist – blocks BAM8-22 activation of human MrgX1 receptor; Q96LB2; MRGX1-HEK293 calcium flux, Fluo-4, BAM8-22 antagonism; active compounds read low; B-score at 10 µM; 1.3% of 310,000 active; AID 588676;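 active = calcium-response B-score plate-corrected more than 3 library SD below zero, starting fluorescence within 5 deviations, no agonist response on first addition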;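 note: peak minus trough fluorescence over baseline after final BAM8-22 challenge near maximal dose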
Starred values were filed as active, the others as inactive; i = inactive; ? = inconclusive; · = no result given. Some of the compounds tested; rates above refer to the full screens.

Second line of a record – MrgX1 ag, PolyA inhibitor, TRPC4 act, MrgX1 PAM, TRPC4 inh, TRPC4 potent, TRPC6 activator, HIF act, AI-2 QS mod, TRPC6 inhibitor, MrgX1 antagonist
[1] CCC(C)Sc1ccc([C@H]2N[C@@](Cc3ccccc3)(C(=O)OC)[C@H]3C(=O)N(C)C(=O)[C@@H]23)cc1 (stereo not given in full)
→ i, i, i, i, i, i, i, -0.4, 20.0, i, i
[2] C/C(=N\Nc1ccccn1)c1ccc(N2CCOCC2)cc1
→ i, i, i, i, i, i, i, 2.1, 5.3, i, i
[3] Cc1cc(-c2c(C)[nH]n(-c3ccccc3)c2=O)n[nH]1
→ i, i, i, i, i, i, i, -0.4, 17.7, i, i
[4] CCCOC(=O)CN1C(=O)c2ccc(C(=O)OCCC)cc2C1=O
→ i, i, i, i, i, i, i, -0.3, -1.5, i, i
[5] CC(C)NC(=O)C1(O)c2ccccc2NC(=O)N1c1ccc(Cl)c(Cl)c1 (stereo not given)
→ i, i, i, i, i, i, i, -0.6, 4.4, i, i
[6] Cc1cc(C)cc(-n2nc(C)cc2N)c1
→ i, i, i, i, i, i, i, -0.1, 13.3, i, i
[7] Oc1ccc(C=Nc2ccccc2-c2nc3ccccc3[nH]2)cc1
→ i, i, i, i, i, i, i, -2.0, 4.3, i, i
[8] Cc1c(NC(=O)COc2cccc3c2OC(C)(C)C3)c(=O)n(-c2ccccc2)n1C
→ i, i, i, i, i, i, i, -0.3, 17.4, i, i
[9] CN(C)CCCn1c(N)c(S(=O)(=O)c2ccccc2)c2nc3ccccc3nc21
→ i, i, i, i, i, i, i, -0.1, 15.1, i, i
[10] CCN(CC)c1ccc(CNc2ccc3c(c2)ncn3C(C)(C)C)cc1
→ i, i, i, i, i, i, i, 0.5, 4.0, i, i
[11] Cc1cccc(NC(=O)C2CC3CCC2C3)c1C (stereo not given)
→ i, i, i, i, i, i, i, 0.4, 28.2, i, i
[12] Cc1nc(SCC(=O)NC2CC2)c2c(C)c(C)sc2n1
→ i, i, i, i, i, i, i, -0.2, 6.1, i, i
[13] CCOC(=O)c1cc(C(=O)Nc2ccc(C)c(F)c2)nn1C
→ i, i, i, i, ·, i, i, 2.4, 5.4, i, i
[14] COC(=O)CCC(=O)NNC(=O)c1ccc(Cl)cc1Cl
→ i, i, i, i, i, i, i, -0.1, 15.9, i, i
[15] COc1cc(C(=O)Nc2ccc(Nc3ccccc3)cc2)cc(OC)c1OC
→ i, i, i, i, i, i, i, 0.6, 17.5, i, i
[16] CCn1c(=S)sc2c(=O)n(CC(=O)Nc3ccc(OC)cc3)c(C)nc21
→ i, i, i, i, i, i, i, -0.7, 1.4, i, i
[17] O=C(CCc1ccccc1)OCC(=O)c1ccc([N+](=O)[O-])cc1
→ i, i, i, i, i, i, i, 0.0, 23.9, i, i
[18] COc1ccc(OC)c(NC(=O)C(=S)NC2CCCCC2)c1
→ i, i, i, i, i, i, i, 0.3, -6.6, i, i
[19] Cc1c(C(=O)N2CCN(c3ccccn3)CC2)oc2ccccc12
→ i, i, i, i, i, i, i, -0.1, 35.7, i, i
[20] COc1cccc(C2/C(=C(/O)c3ccc4c(c3)CC(C)O4)C(=O)C(=O)N2c2nnc(C)s2)c1 (stereo not given)
→ i, i, i, i, i, i, i, -0.3, 18.5, i, i
[21] Cc1ccccc1-n1c(SCC(=O)N2CCCCC2)nc(O)cc1=O
→ i, i, i, i, i, i, i, -0.4, 20.7, i, i
[22] CCC1Oc2ccc(C)cc2N(CC(=O)N2CCOCC2)C1=O (stereo not given)
→ i, i, i, i, i, i, i, 0.1, -6.1, i, i
[23] CCOC(=O)c1cc(NC(=O)N2CCCCC2)c(C)nc1C
→ i, i, i, i, i, i, i, 1.8, 12.6, i, i
[24] O=C(O)c1ccccc1NC1CCCCC1NS(=O)(=O)c1ccccc1 (stereo not given)
→ ·, i, i, ·, i, i, i, -5.6, 9.9, i, ·
[25] C=CCNc1nc(-c2ccccc2)c(C(=O)OCC)cc1C#N
→ i, i, i, i, i, i, i, 2.2, 17.7, i, i
[26] COC(=O)c1ccc(COC(=O)c2ccc(N(C)C)cc2)cc1
→ i, i, i, i, i, i, i, 0.8, 34.6, i, i
[27] CCOc1ccc(NC(=O)Nc2c(C)n(C)n(-c3ccccc3)c2=O)cc1
→ i, i, i, i, i, i, i, -9.1, 21.5, i, i
[28] Cc1ccc(-c2n[nH]c(=O)c3ccccc23)cc1S(=O)(=O)NCCO
→ i, i, i, i, i, i, i, -0.9, 15.9, i, i
[29] Cc1ccc(Nc2c(-c3ccccc3O)nc3ncccn23)cc1
→ i, i, i, i, i, i, i, -0.1, 5.7, i, i
[30] Cc1nn2c(-c3ccc(F)cc3)ccnc2c1Cl
→ i, i, i, i, i, i, i, 0.8, -8.3, i, i
[31] Cc1c(C(=O)N2CCc3ccccc32)oc2ccccc12
→ i, i, i, i, i, i, i, 5.4, 11.7, i, i
[32] Brc1ccc(-c2nc3ccccc3s2)s1
→ i, i, i, i, i, i, i, 1.7, 9.8, i, i
[33] COc1cccc(CN2CC(C(=O)NC3(c4ccccc4)CC3)CCC2=O)c1 (stereo not given)
→ i, i, i, i, i, i, i, -0.9, 9.0, i, i
[34] CNC(=O)/C(C#N)=C/c1c(N2CCCCCC2)nc2ccccn2c1=O
→ i, i, i, i, i, i, i, -13.2, 28.0, i, i
[35] COc1cc2cc(CN(CCc3cccc(C)c3)C(=S)NCCCN(C)C)c(=O)[nH]c2cc1OC
→ i, i, i, i, i, i, i, 0.0, -13.3, i, i
[36] Cc1cc(N/C=C\C(=O)c2ccc(Cl)c(Cl)c2)no1
→ i, i, i, i, i, i, i, 4.2, 13.5, i, i
[37] COc1ccc(/C=C/C(=O)N(C(C)C)C(C)C)cc1Br
→ i, i, i, i, i, i, i, 0.7, 8.4, i, i
[38] CCOC(=O)c1cc(NC(=O)Nc2nc3ccccc3s2)c(C)nc1C
→ i, i, i, i, i, i, i, 0.5, 21.6, i, i
[39] CCC(C)c1ccccc1NC(=S)Nc1cccnc1 (stereo not given)
→ i, i, i, i, i, i, i, 0.3, 6.3, i, i
[40] Fc1ccccc1/C=N/Nc1nc2ccccc2o1
→ i, i, i, i, i, i, i, -10.7, 15.7, i, i
[41] COc1cc2c(cc1OC)CN(CC(=O)NC(=O)NC1CCCCC1)CC2
→ i, i, i, i, i, i, i, -2.1, 3.7, i, i
[42] COc1cccc(C(=O)Nc2ccccc2N2CCCC2)c1
→ i, ·, i, i, i, i, i, -0.2, 22.3, i, i
[43] CC(Oc1ccc(Cl)cc1Cl)c1nc(-c2ccccn2)no1 (stereo not given)
→ i, i, i, i, -6*, i, i, 2.6, 11.7, i, i
[44] CSc1sc(C(=O)N2CCCCC2)c(-c2cccs2)c1C#N
→ i, i, i, i, i, i, i, ?, 10.8, i, i
[45] CC12C(=O)N(c3ccc(OC(=O)c4ccco4)cc3)C(=O)C1C1c3ccccc3C2c2ccccc21 (stereo not given)
→ i, i, i, i, i, i, i, 0.3, 8.3, i, i
[46] COc1ccc(OC)c(/C=C2\SC(=S)N(NS(=O)(=O)c3ccccc3)C2=O)c1
→ i, i, i, i, i, i, i, -0.5, 42.6, i, i
[47] COc1ccc(CCNC(=O)c2ccc(=O)[nH]c2)cc1OC
→ i, i, i, i, i, i, i, 0.4, 27.3, i, i
[48] COc1cc(OC)cc(C(=O)Nn2cc(C(=O)N3CCN(C)CC3)c3ccccc3c2=O)c1
→ i, i, i, i, i, i, i, -0.1, 5.7, i, i
[49] CN(C(=O)c1cnc2n(c1=O)CCS2)C1CCCCC1
→ i, i, i, i, i, i, i, -0.1, 6.2, i, i
[50] Cc1cc(C)n(-c2nc(C)nc(N)n2)n1
→ i, i, i, i, i, i, i, 0.2, 5.7, i, i

Next compounds:
Second line of a record – MrgX1 ag, PolyA inhibitor, TRPC4 act, MrgX1 PAM, TRPC4 inh, TRPC4 potent, TRPC6 activator, HIF act, AI-2 QS mod, TRPC6 inhibitor, MrgX1 antagonist
[51] Cc1ccc(C)c(Nc2ccc3nonc3c2[N+](=O)[O-])c1
→ i, i, i, i, i, i, i, 0.5, 2.3, i, i
[52] CC(C)C(=O)Nc1nnc(CCc2ccccc2)s1
→ i, i, i, i, i, i, i, 2.6, -0.4, i, i
[53] Cc1nnsc1Sc1cccc(C(F)(F)F)c1
→ i, i, i, i, i, i, i, -0.2, 17.0, i, i
[54] O=C1[C@H]2CCCC[C@H]2C(=O)N1CCCCN1CCN(c2nsc3ccccc23)CC1
→ i, i, i, i, i, i, i, -0.8, 13.7, i, i
[55] CN(C)c1ccc(CN(C(=O)/C=C/c2ccco2)C2CCS(=O)(=O)C2)cc1 (stereo not given)
→ i, i, i, i, i, i, i, -0.9, 4.2, i, i
[56] Cc1ccc(-c2cnc3ccccc3n2)cc1C
→ i, i, i, i, i, i, i, -3.8, 8.1, i, i
[57] COC(=O)c1ccc2nc(NC(=O)COC(=O)CSc3nc(C)cc(C)n3)sc2c1
→ i, i, i, i, i, i, i, 1.3, 40.9, i, i
[58] CCC1CCCCN1CCCNC(=O)Cn1nc(C)n2nc(-c3ccccc3)cc2c1=O (stereo not given)
→ i, i, i, i, i, i, i, 0.2, 15.0, i, i
[59] COC(=O)[C@H](CCSC)NC(=O)Nc1ccc(C(C)=O)cc1
→ i, i, i, i, i, i, i, -0.2, 27.8, i, i
[60] CCOC(=O)CNC(=O)C1CCN(S(=O)(=O)c2ccc(-c3nn[nH]n3)cc2)CC1
→ i, i, i, i, i, i, i, 0.5, -7.2, i, i
[61] CCCCCC(=O)N/N=C(\C)c1ccccn1
→ 86*, i, i, i, i, i, i, 0.1, 18.9, i, i
[62] CCOC(=O)C1CCN(C(=O)c2cccnc2Oc2ccc(Cl)cc2)CC1
→ i, i, i, i, i, i, i, -0.3, 6.0, i, i
[63] O=C(Nc1cccc(-c2nc3ncccc3o2)c1)c1sc2ccccc2c1Cl
→ i, i, i, i, i, i, i, -0.1, 8.5, i, i
